Assay outcomes (PubChem BioAssay)
Myeloid diff MLP: compounds promoting myeloid differentiation; ER-HoxA9 myeloid progenitors, lysozyme-GFP differentiation, flow cytometry; calls only at 10 µM; 360,000 compounds, 1% hits;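 active = normalized GFP-positive differentiation at or above the plate's own cutoff, the solvent-only control mean plus 3 SD; inconclusive = no clear call, values can overlap the other calls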;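 also: cells exposed to compound for four days before flow analysis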
HEK293 NOD2/NF-kB: NOD2 signaling inhibitors, cell-based, luminescence, uHTS, HEK293 (AID 1566). HEK293 NOD2/NF-kB luciferase reporter, luminescence; higher % means a stronger effect. inhibition, % at 4 µM; hits with a dose series show EC50 in µM. 290,000 compounds, 0.63% hits; also: many of its hits are not listed in these tables
AID2073: inhibitors of Mint1-CaV2.2 protein interaction, biochemical, HTRF (AID 2073); HTRF protein-protein interaction, Mint1-CaV2.2; higher % means a stronger effect; one-dose inhibition, % at 20 µM; IC50 in µM for titrated hits; 290,000 compounds, 0.19% hits; in the data active = inhibition mostly above about 51%, no sharp cut-off; inconclusive = no clear call, values can overlap the other calls; inactive = mostly below about 53%; also: some results filed as inactive read as strong as hits
HIV fusion peptide: inhibitors of HIV fusion peptide binding, primary screen, biochemical, uHTS, fluorescence dequenching (AID 1986); one-dose inhibition, % at 20 µM; IC50 in µM for titrated hits; cell-free peptide binding, fluorescence dequenching, 30 min; higher % means a stronger effect; 290,000 compounds, 0.3% hits; in the data active = inhibition mostly above about 52%, no sharp cut-off; inactive = mostly below about 76%; also: some results filed as inactive read as strong as hits
NS5 inhibitors: Dengue-2 NS5 methyltransferase inhibitors, primary screen, biochemical, confirmation dose response (AID 588689); one-dose inhibition, % at 25 µM; IC50 in µM for titrated hits; 340,000 compounds, 0.3% hits; Dengue-2 NS5 methyltransferase capping enzyme assay, biochemical; higher % means a stronger effect; in the data active = a potency from the dose series; inconclusive = inhibition above about 29% without an active follow-up result
XIAP displacement: XIAP antagonists, biochemical, IAP family, fluorescence polarization (AID 1018); XIAP BIR domain, fluorescence polarization peptide displacement; higher % means a stronger effect; displacement, % at 20 µM, or IC50 in µM where a hit was titrated; 200,000 compounds, 0.007% hits; in the data active = displacement above about 50%; also: a part of the inactive calls stands beside numbers as strong as those of hits
Hep lipid drop: modulators of hepatic lipid droplet formation | AML12 mouse hepatocytes, oleate lipid droplets, BODIPY imaging | inhibition, % at 6.5 µM | 240,000 compounds, 0.4% hits;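 active = lipid droplet intensity inhibited by at least 50%, with more than 500 cells counted; inconclusive = wells with under 300 cells, treated as cytotoxic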
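Assay system: AML12 mouse liver cells | Compound dosing: One dose, 6.5 µM compound | Read-out basis: Droplet intensity reduction, % inhibition | Measured by: Fluorescence imaging, 20x objective, two fields per well | Schedule: Overnight treatment with compound plus oleate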
LYP inhibition: PTPN22 lymphoid phosphatase activity blockers – biochemical, fluorescence intensity, uHTS (AID 1779); 290,000 compounds, 0.054% hits; inhibition, % at 11.5 µM, or IC50 in µM where a hit was titrated; recombinant LYP phosphatase, fluorescence intensity; higher % means a stronger effect;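 also: plate controls were vehicle with enzyme for no effect and no enzyme for full effect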
Siah-1 displacement: Siah-1 peptide-binding antagonists, primary screen, biochemical, fluorescence polarization, rhodamine-plectin, uHTS (AID 1817); one-dose displacement, % at 20 µM; IC50 in µM for titrated hits; Siah-1 / rhodamine-plectin peptide fluorescence polarization; higher % means a stronger effect; 290,000 compounds, 0.02% hits;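 active = displacement of at least 50% at 20 µM, with a fluorescence ratio check between 0.3 and a set limit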;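 also: plate controls were Siah plus tracer with DMSO for no effect and tracer alone without Siah for full effect; strong numbers were not always called active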
Hep lipid drop cells 6.5 µM: recorded beside Hep lipid drop, whose call it bears; cell count; measured here: cell count, cytotoxicity flag;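 cells counted across two imaged fields per well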
NS5 inhibitors pilot replicate: recorded beside NS5 inhibitors, whose call it bears; inhibition, %; measured here: pilot screen replicate inhibition
Myeloid diff MLP GFP+ MAC1+ %: recorded beside Myeloid diff MLP, whose call it bears; GFP+ MAC1+ double positive, %; measured here: differentiation confirmed by MAC1 staining
* = called active by the depositor. Rule as the data show it, unless noted: active = inhibition above about 50%; inactive = the rest. Not all compounds are listed; rates above refer to the full screens.

O=C(c1cc(-c2ccc(Cl)c(Cl)c2)on1)N1CCCC1 was read as HEK293 NOD2/NF-kB -46.2%, AID2073 14.9%, HIV fusion peptide -0.9%, XIAP displacement -3.4%, Hep lipid drop 16.0, LYP inhibition -2.0%, Siah-1 displacement -2.2% and Hep lipid drop cells 6.5 µM 728.
`COc1cc(OC)c(C(=O)Nc2ccc(S(=O)(=O)Nc3ncccn3)cc2)cc1OC` gave Myeloid diff MLP inactive, HEK293 NOD2/NF-kB 8.7%, AID2073 -1.6%, HIV fusion peptide 0.3%, NS5 inhibitors -4.9%, XIAP displacement 3.4%, Hep lipid drop -1.3, LYP inhibition -2.6%, Siah-1 displacement 0.2%, Hep lipid drop cells 6.5 µM 763 and Myeloid diff MLP GFP+ MAC1+ % 0.3.
Screening CCSc1n[nH]c2nc3c(c(=O)n12)C1(CCCC1)Cc1ccccc1-3 returned Myeloid diff MLP inactive, HEK293 NOD2/NF-kB 32.7%, AID2073 24.5%, HIV fusion peptide 2.2%, NS5 inhibitors -0.7%, XIAP displacement 1.1%, LYP inhibition -5.8%, Siah-1 displacement 9.7% and Myeloid diff MLP GFP+ MAC1+ % 0.7.
Screening CCCCN(C(=O)CSc1cc(C)c2ccccc2n1)c1c(N)n(Cc2ccccc2)c(=O)[nH]c1=O returned HEK293 NOD2/NF-kB 5.4%, AID2073 -0.5%, HIV fusion peptide 2.1%, NS5 inhibitors -0.7%, XIAP displacement -23.4%, Hep lipid drop -4.5, LYP inhibition -1.9%, Siah-1 displacement 8.0% and Hep lipid drop cells 6.5 µM 664.
Screening N#Cc1c(NC(=O)c2cccnc2)sc2c1CCC2 returned Myeloid diff MLP active, HEK293 NOD2/NF-kB -39.4%, AID2073 -14.3%, HIV fusion peptide -2.5%, NS5 inhibitors -7.8%, XIAP displacement -1.0%, Hep lipid drop 2.5, LYP inhibition -7.6%, Siah-1 displacement -6.6%, Hep lipid drop cells 6.5 µM 778 and Myeloid diff MLP GFP+ MAC1+ % 2.5*.
CCC(CC)NC(=O)CO/N=C/c1ccccc1OC(F)F was read as Myeloid diff MLP inactive, HEK293 NOD2/NF-kB 15.2%, AID2073 -1.2%, HIV fusion peptide -0.7%, NS5 inhibitors -0.7%, XIAP displacement -10.6%, Hep lipid drop 3.7, LYP inhibition -2.1%, Siah-1 displacement 5.0%, Hep lipid drop cells 6.5 µM 626 and Myeloid diff MLP GFP+ MAC1+ % 0.6.
O=C(Nc1ccnn1C1CCN(Cc2cccc(OCCO)c2)CC1)C1CCOC1 (configuration not stated) was read as Myeloid diff MLP inactive, HEK293 NOD2/NF-kB -1.4%, AID2073 11.2%, HIV fusion peptide 1.1%, NS5 inhibitors 1.6%, Hep lipid drop -5.0, LYP inhibition -0.7%, Siah-1 displacement -4.8%, Hep lipid drop cells 6.5 µM 695 and Myeloid diff MLP GFP+ MAC1+ % 0.9.
For O=C1CN(C(=O)COc2cccc(F)c2)c2ccccc2N1 the results were HEK293 NOD2/NF-kB -1.0%, AID2073 -7.0%, HIV fusion peptide -0.4%, XIAP displacement -9.0%, Hep lipid drop -3.9, LYP inhibition 5.1%, Siah-1 displacement 1.7% and Hep lipid drop cells 6.5 µM 661.
For Cc1ccc(C)c(S(=O)(=O)NCc2ccc3c(c2)OCO3)c1 the results were Myeloid diff MLP inactive, HEK293 NOD2/NF-kB -9.0%, AID2073 -7.3%, HIV fusion peptide 2.6%, NS5 inhibitors -4.6%, Hep lipid drop -5.2, LYP inhibition 1.8%, Siah-1 displacement 1.6%, Hep lipid drop cells 6.5 µM 769, NS5 inhibitors pilot replicate 0.0 and Myeloid diff MLP GFP+ MAC1+ % 0.6.
CCOC(=O)c1c(NC(=O)CSc2nnc(CNc3ccc(F)cc3)o2)sc(C)c1C was read as Myeloid diff MLP inactive, HEK293 NOD2/NF-kB -22.9%, AID2073 10.6%, HIV fusion peptide 3.4%, NS5 inhibitors -3.3%, XIAP displacement 1.1%, LYP inhibition 4.9%, Siah-1 displacement -0.4% and Myeloid diff MLP GFP+ MAC1+ % 0.9.

Quoted at random: two records from the list
CCOC(=O)c1c(NC(=O)CSc2nnc(CNc3ccc(F)cc3)o2)sc(C)c1C was read as Myeloid diff MLP inactive, HEK293 NOD2/NF-kB -22.9%, AID2073 10.6%, HIV fusion peptide 3.4%, NS5 inhibitors -3.3%, XIAP displacement 1.1%, LYP inhibition 4.9%, Siah-1 displacement -0.4% and Myeloid diff MLP GFP+ MAC1+ % 0.9.
CCC(CC)NC(=O)CO/N=C/c1ccccc1OC(F)F was read as Myeloid diff MLP inactive, HEK293 NOD2/NF-kB 15.2%, AID2073 -1.2%, HIV fusion peptide -0.7%, NS5 inhibitors -0.7%, XIAP displacement -10.6%, Hep lipid drop 3.7, LYP inhibition -2.1%, Siah-1 displacement 5.0%, Hep lipid drop cells 6.5 µM 626 and Myeloid diff MLP GFP+ MAC1+ % 0.6.

(next part)
`O=C(NC(=S)Nc1ccc(N2CCOCC2)cc1)c1cccc([N+](=O)[O-])c1` gave Myeloid diff MLP inactive, HEK293 NOD2/NF-kB -4.9%, AID2073 -33.4%, HIV fusion peptide -0.4%, NS5 inhibitors 0.0%, XIAP displacement -6.0%, Hep lipid drop 0.3, LYP inhibition -3.1%, Siah-1 displacement -5.8%, Hep lipid drop cells 6.5 µM 641 and Myeloid diff MLP GFP+ MAC1+ % 0.3.
For Cc1cccc(NC(=O)C(=O)N/N=C/c2ccncc2)c1 the results were Myeloid diff MLP inactive, HEK293 NOD2/NF-kB 0.3%, AID2073 -11.7%, HIV fusion peptide -1.5%, NS5 inhibitors -1.8%, XIAP displacement -13.9%, Hep lipid drop -3.3, LYP inhibition 5.9%, Siah-1 displacement 0.5%, Hep lipid drop cells 6.5 µM 659 and Myeloid diff MLP GFP+ MAC1+ % 0.7.
`CCOC(=O)CSc1nnc(C)n1N` gave Myeloid diff MLP inactive, HEK293 NOD2/NF-kB 15.9%, AID2073 -15.2%, HIV fusion peptide -0.9%, NS5 inhibitors 5.4%, XIAP displacement -2.8%, LYP inhibition -6.3%, Siah-1 displacement 0.4% and Myeloid diff MLP GFP+ MAC1+ % 1.1.
For CCCCNC(=S)N/N=C1\CCCCc2ccccc21 the results were Myeloid diff MLP inactive, HEK293 NOD2/NF-kB 8.5%, AID2073 14.0%, HIV fusion peptide 0.7%, NS5 inhibitors -7.1%, XIAP displacement -6.8%, Hep lipid drop -14.8, LYP inhibition -2.3%, Siah-1 displacement 1.9%, Hep lipid drop cells 6.5 µM 620 and Myeloid diff MLP GFP+ MAC1+ % 0.2.
Screening CC(C)C1S/C(=N/N=C/c2cccs2)NC1=O (configuration not stated) returned Myeloid diff MLP inactive, HEK293 NOD2/NF-kB -14.4%, AID2073 -0.3%, HIV fusion peptide -0.4%, NS5 inhibitors -7.6%, XIAP displacement -1.9%, LYP inhibition -3.1%, Siah-1 displacement -1.3% and Myeloid diff MLP GFP+ MAC1+ % 0.9.
For O=[N+]([O-])c1ccc(NC2CCN(Cc3ccccc3)CC2)c([N+](=O)[O-])c1 the results were Myeloid diff MLP inactive, HEK293 NOD2/NF-kB 1.5%, AID2073 -2.7%, HIV fusion peptide -1.0%, XIAP displacement -3.8%, Hep lipid drop 1.2, LYP inhibition -4.1%, Siah-1 displacement 0.3%, Hep lipid drop cells 6.5 µM 680 and Myeloid diff MLP GFP+ MAC1+ % 0.2.
`CCC(C(=O)NC1CCCC1)N(Cc1ccc2c(c1)OCO2)C(=O)c1snc(C(N)=O)c1N` (configuration not stated) gave Myeloid diff MLP inactive, HEK293 NOD2/NF-kB 3.3%, AID2073 12.4%, HIV fusion peptide 4.9%, NS5 inhibitors -5.6%, XIAP displacement -6.6%, LYP inhibition 1.4%, Siah-1 displacement 3.0% and Myeloid diff MLP GFP+ MAC1+ % 3.5.
For COc1ccc(N2C(=NC(=O)C3CCCCC3)SC3CS(=O)(=O)CC32)cc1OC (configuration not stated) the results were Myeloid diff MLP inactive, HEK293 NOD2/NF-kB 12.9%, AID2073 -1.1%, HIV fusion peptide 0.1%, NS5 inhibitors -0.9%, Hep lipid drop 4.8, LYP inhibition -8.9%, Siah-1 displacement 4.0%, Hep lipid drop cells 6.5 µM 682 and Myeloid diff MLP GFP+ MAC1+ % 4.9.
COc1ccc(-n2c(SC)nc(O)c(Cc3ccccc3)c2=O)cc1 was read as Myeloid diff MLP inactive, HEK293 NOD2/NF-kB 5.1%, AID2073 -7.9%, HIV fusion peptide -2.3%, NS5 inhibitors 0.7%, XIAP displacement -7.3%, LYP inhibition -3.3%, Siah-1 displacement 2.7% and Myeloid diff MLP GFP+ MAC1+ % 7.7.
For COc1ccc(-c2cc3nc(-c4ccccc4)cc(N4CCC5(CC4)OCCO5)n3n2)cc1 the results were Myeloid diff MLP inconclusive, HEK293 NOD2/NF-kB 4.1%, AID2073 inconclusive, HIV fusion peptide -0.9%, NS5 inhibitors -1.4%, XIAP displacement -1.8%, LYP inhibition 0.3% and Siah-1 displacement 3.8%.
Screening CCOC(=O)c1[nH]c(C)c(C(=O)OCc2ccc(C)cc2)c1C returned Myeloid diff MLP inactive, HEK293 NOD2/NF-kB -1.0%, AID2073 16.0%, HIV fusion peptide -1.0%, NS5 inhibitors -4.9%, LYP inhibition -2.9%, Siah-1 displacement 8.0% and Myeloid diff MLP GFP+ MAC1+ % 1.6.
For Cc1nn(-c2ccc(Cl)cc2)c(NC(=O)C(C)C)c(-c2ccccc2)c1=O the results were Myeloid diff MLP inactive, HEK293 NOD2/NF-kB -4.1%, AID2073 8.8%, HIV fusion peptide -1.4%, NS5 inhibitors -11.7%, Hep lipid drop 1.5, LYP inhibition -3.0%, Siah-1 displacement -1.2%, Hep lipid drop cells 6.5 µM 737 and Myeloid diff MLP GFP+ MAC1+ % 1.3.
Screening COc1cc(N2C(=O)CSC23C(=O)Nc2ccccc23)cc(OC)c1OC (configuration not stated) returned Myeloid diff MLP inactive, HEK293 NOD2/NF-kB -9.1%, AID2073 21.9%, HIV fusion peptide -1.9%, NS5 inhibitors -7.3%, XIAP displacement -3.7%, LYP inhibition -7.5%, Siah-1 displacement -1.7% and Myeloid diff MLP GFP+ MAC1+ % 0.2.
`Cc1cccc(Cn2nc(C)c(NC(=O)c3ccc(F)cc3)c2C)c1` gave Myeloid diff MLP inactive, HEK293 NOD2/NF-kB 12.8%, AID2073 -10.1%, HIV fusion peptide -1.6%, NS5 inhibitors 2.3%, XIAP displacement -3.4%, Hep lipid drop 2.5, LYP inhibition 0.9%, Siah-1 displacement 2.0%, Hep lipid drop cells 6.5 µM 683 and Myeloid diff MLP GFP+ MAC1+ % 0.7.
